Screening results as filed in PubChem BioAssay.
KCNQ2 block = KCNQ2 channel blockers in CHO-K1 cells – cell-based, FluxOR thallium flux, B-score, primary screen (AID 2156); O88943; 20 min; hits give low values; B-score at 10 µM; 310,000 tested, 1.1% active;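 active = fluorescence ratio B-score at most minus 3 library SDs, with starting brightness B-score within 2 library SDs, cut at about -5.5 in these data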
OX1R antag = OX1R (human) antagonism | inhibition, % at 6.6 µM | OX1R-expressing cells, FRET antagonist read-out | 330,000 tested, 1.8% active | O43613; in the data active = inhibition mostly above about 38%, no sharp cut-off; inactive = mostly below about 40%;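 also: 0% = agonist challenge alone and 100% = reference antagonist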
Target sequence (O43613 whole entry, looked up): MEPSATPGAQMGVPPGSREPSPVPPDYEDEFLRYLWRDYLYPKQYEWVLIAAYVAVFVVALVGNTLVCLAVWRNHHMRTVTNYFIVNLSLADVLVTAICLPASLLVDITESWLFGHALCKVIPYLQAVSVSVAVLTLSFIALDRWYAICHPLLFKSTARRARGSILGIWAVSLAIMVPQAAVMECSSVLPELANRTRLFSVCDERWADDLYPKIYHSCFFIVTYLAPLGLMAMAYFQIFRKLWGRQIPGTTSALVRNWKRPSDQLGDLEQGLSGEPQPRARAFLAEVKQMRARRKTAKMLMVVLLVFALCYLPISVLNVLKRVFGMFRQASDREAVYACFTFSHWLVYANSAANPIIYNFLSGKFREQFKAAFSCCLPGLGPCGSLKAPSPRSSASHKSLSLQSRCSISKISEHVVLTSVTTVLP
STK33 inh = blocks human STK33 kinase activity; Q9BYT3; purified STK33, MBP phosphorylation, ADP-Glo luminescence; inhibition, % at 10 µM; 320,000 tested, 0.073% active; AID 2661;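 active = inhibition at or above 25%, using the most active replicate where run in duplicate; inactive = inhibition below 25%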
Target sequence (Q9BYT3 whole entry, looked up): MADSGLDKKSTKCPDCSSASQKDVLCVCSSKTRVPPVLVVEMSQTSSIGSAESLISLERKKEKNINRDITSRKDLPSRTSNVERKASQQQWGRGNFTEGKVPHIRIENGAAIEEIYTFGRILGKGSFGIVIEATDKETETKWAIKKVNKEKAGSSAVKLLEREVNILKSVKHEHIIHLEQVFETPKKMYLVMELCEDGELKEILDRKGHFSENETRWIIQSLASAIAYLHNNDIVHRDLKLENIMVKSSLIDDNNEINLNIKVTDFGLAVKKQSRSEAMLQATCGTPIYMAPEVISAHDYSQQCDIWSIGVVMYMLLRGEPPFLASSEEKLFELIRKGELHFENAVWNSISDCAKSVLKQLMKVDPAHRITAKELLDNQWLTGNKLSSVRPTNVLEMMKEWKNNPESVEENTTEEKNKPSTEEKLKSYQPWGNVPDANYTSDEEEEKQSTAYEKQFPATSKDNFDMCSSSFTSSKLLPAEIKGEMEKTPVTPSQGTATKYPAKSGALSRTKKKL
* = called active by the depositor; i = inactive; x = not tested or not shown.

KCNQ2 block	smiles	OX1R antag	STK33 inh
i	COCCN1C(=O)/C(=C2/C(=O)N(CC(=O)Nc3ccccc3Cl)c3ccccc32)SC1=S	22.6	-0.2
i	COc1cccc2nc3cc(C)c(C)cc3nc12	68.0*	16.3
i	CC(C)OCCCNC(=O)C1CC(=O)N(CCc2ccccc2)C1 (stereo not given)	0.4	-0.8
i	CN(Cc1ccccc1)/C(=N/O)c1cccc(Cl)c1	13.0	-2.7
i	CC(C)C1NC2(C(=O)c3ccccc3C2=O)C2C(=O)N(c3ccc(F)cc3)C(=O)C12 (stereo not given)	6.2	-2.0
i	O=C(O)Cc1csc(NC(=O)c2ccco2)n1	9.7	-0.8
i	CCn1cc(C(=O)NCCc2ccccc2)c(=O)c2cc(S(=O)(=O)N3CCCC3)ccc21	22.1	0.3
i	CC(N1CCOC1=O)S(=O)(=O)c1ccccc1 (stereo not given)	19.7	-0.9
i	O=C(CNC(=S)NC(=O)c1ccc(F)cc1)c1ccccc1	9.1	0.2
i	COC(=O)CC1C(=O)NCCN1C(=O)c1ccc(S(=O)(=O)N2CCOCC2)cc1 (stereo not given)	13.0	-0.4
i	COc1ccc(/C=N/NC(=O)c2ccc(N(C)S(=O)(=O)c3ccccc3)cc2)c(OC)c1	13.6	-3.1
i	CCOC(=O)c1ccc(-n2c(CN3CCC(O)CC3)nc3ccc([N+](=O)[O-])cc3c2=O)cc1	35.0	-0.6
i	O=C(CSc1ccc(Cl)cc1)Nc1cccc(-c2nc3ncccc3o2)c1	29.0	-0.3
x	CCOc1ccc(/C=C/C(=O)OCC(=O)Nc2cccc(S(=O)(=O)N3CCCC3)c2)cc1	-6.6	0.5
i	CCCOc1ccc(/C=N/NC(=O)CN2CCCCC2)cc1	17.6	-1.7

KCNQ2 block	smiles	OX1R antag	STK33 inh
i	CC(C)/C=C/CN1CCN(CCCc2ccccc2)C(CCO)C1 (stereo not given)	0.1	x
i	Cc1sc(NC(=O)CS(=O)(=O)c2ccccc2)c(C#N)c1C	2.6	-1.1
i	COc1cc(OC)cc(-c2cc3nc(C)c(CCC(=O)NC(C)CCc4ccco4)c(C)n3n2)c1 (stereo not given)	8.4	-0.5
i	CCc1ccc(NC(=O)CN(c2ccccc2)S(=O)(=O)N(C)C)cc1	43.2	0.3
x	Cc1ccc(S(=O)(=O)NCC(=O)Nc2cccnc2)cc1C	6.2	-1.4
i	Cc1ccc(CNC(=O)C2CCN(S(=O)(=O)c3cnc[nH]3)CC2)cc1	11.1	0.0
i	CCOC(=O)C1(CC2CC2)CCN(Cc2cnc(-c3ccccc3C)nc2)CC1	9.1	-2.6
i	O=C(Nc1nnc(-c2ccco2)o1)C1CCCCC1	22.1	-1.3
i	O=C(N/N=C/c1cccc(Cl)c1Cl)Nc1ccccc1	7.5	1.4
i	CCN1C(=O)C(CC(=O)Nc2ccc(Cl)cc2)N(NC(=O)c2ccncc2)C1=S (stereo not given)	6.4	0.8
x	CCN(CC(=O)Nc1ccc(OC)cc1)C(=O)Cc1coc2cc(C)c(C)cc12	24.8	1.3
i	COc1cccc(NC(=O)N2CCN(c3nc(-c4cccc(OC)c4)cs3)CC2)c1	5.1	0.9
x	CN(c1ccc(OCC(=O)N2CCCC2)cc1)S(=O)(=O)c1ccc(Cl)cc1	-0.7	-0.2
i	CCNC(=S)N1CCCCC1CO (stereo not given)	12.3	-2.0
i	COc1ccc(-c2cn3c(C)c(C(=O)N4CCCc5ccccc54)sc3n2)cc1	17.1	0.0

KCNQ2 block	smiles	OX1R antag	STK33 inh
x	CC(C)(C)OC(=O)C[C@H]1C/C=C\C[C@H](CC(=O)NCCO)C(=O)N[C@@H](c2ccccc2)COC1=O	-0.5	-1.3
i	CCC(=O)N1CC2(c3ccccc3)CN(C(=O)CC)CC(c3ccccc3)(C1)C2=O	7.4	-1.4
i	CC(=O)c1cccc(OCc2cc(C(=O)N(C)CCc3ccccn3)no2)c1	16.2	-0.2
i	C/C(=N\NC(=O)c1nc2ccccn2c1C)c1cccc([N+](=O)[O-])c1	35.1	-4.6
i	O=C(NCC1OCCCN1S(=O)(=O)c1cc(F)ccc1F)C(=O)NC1CCCC1 (stereo not given)	14.4	-0.5
i	O=C1c2cccc(OCC(=O)N3CCCc4ccccc43)c2CCN1Cc1cccnc1	29.2	0.7
i	O=C(Nc1ncccc1O)c1ccc(Oc2ccccc2)cc1	7.5	0.3
i	COc1cccc(NC(=O)C(C)N2C(=O)c3ccccc3C2=O)c1 (stereo not given)	6.7	-2.2
-5.92*	CCOc1cc(CNCCCN2CCOCC2)cc(Br)c1OCc1ccccc1Cl	6.3	0.7
i	Cc1cc(C)c(OCC(=O)N(C)CC(=O)Nc2ccc(N3CCOCC3)cc2)c(C)c1	16.4	-2.0
i	CNc1ccc(/C=C/C(=O)c2ccc(C)cc2)cc1[N+](=O)[O-]	13.8	-0.3
i	[O-]/C(=C(\C(=S)NCc1ccco1)[n+]1ccccc1)c1ccccc1Br	21.9	-0.8
i	O=C1Nc2cc(C(=O)N3CCN(c4ccccc4F)CC3)ccc2NC1CSCc1ccccc1F (stereo not given)	6.7	-1.2
i	O=C(O)C1=C[C@H](c2csc3ccccc23)C[C@H](OCc2ccc(CO)cc2)O1	17.8	0.3
i	CC1(C)CC(NC(=O)c2ccccc2F)CC(C)(C)N1	13.1	-1.6

KCNQ2 block	smiles	OX1R antag	STK33 inh
i	Cc1cccc(N2CCN(c3ccc4cc(S(=O)(=O)N5CCCCC5)ccc4n3)CC2C)c1 (stereo not given)	14.1	-0.1
i	CCN(CC)C(=O)CSC(Nc1cccc(F)c1)=C(C#N)C#N	11.9	-2.3
i	CCOc1ccc(/C=N/OC(C)C(=O)NCc2ccc3c(c2)OCO3)cc1 (stereo not given)	10.5	-1.3
i	Cc1ccccc1N(C(=O)CCC(=O)Nc1ccccn1)C(C(=O)NC(C)C)c1ccc(F)cc1 (stereo not given)	11.2	-2.0
i	CC(=O)N(c1nc(/C=C\C(=O)O)cs1)c1ccccc1F	12.4	-0.3
i	CC(C)(C)c1ccc(OCCNCc2ccccc2)cc1	-0.1	-0.1
i	CC(/C=C/c1ccc(Cl)o1)=C\C(=O)O	31.6	1.3
i	CC(C)(O)C(=O)NNC(=S)NCc1ccco1	3.6	-2.0
i	O=C(O)[C@H](Cc1ccccc1)NC(=O)N1CCN(c2cccc(C(F)(F)F)c2)CC1	-1.1	-1.9
i	CCN(CC)c1ccc(C=O)c(OC)c1	23.2	-0.8
i	O=C(CCN=C1NS(=O)(=O)c2ccccc21)OCC(=O)c1ccc(F)cc1	12.5	-1.1
i	CCc1ccc(CCC(=O)Nc2ccc(C)cc2C)o1	3.6	-0.3
i	Cc1cccc(C(=O)Nc2ccccc2NC(=O)c2cccc(C)c2)c1	x	0.0
i	CCCCCCCCCS(=O)(=O)N/N=C/c1cccc([N+](=O)[O-])c1	0.9	-1.1
i	O=C(CN1CCCC1=O)NC1CCCc2c1cnn2-c1cc(F)cc(F)c1 (stereo not given)	26.1	-1.1

Marked active in KCNQ2 block (from the list above):
KCNQ2 block	smiles	OX1R antag	STK33 inh
-5.92*	CCOc1cc(CNCCCN2CCOCC2)cc(Br)c1OCc1ccccc1Cl	6.3	0.7

Next section
KCNQ2 block	smiles	OX1R antag	STK33 inh
i	COc1cc(Br)cc2cc(C(=O)OC3CCN(C)CC3)c(=O)oc12	49.3*	0.5
x	CN1CCC(N(C)S(=O)(=O)c2ccc(NC(=O)c3cccc(C#N)c3)cc2)CC1	0.5	-3.2
i	O=S1(=O)CCOC[C@H](c2ccccc2)N1Cc1cccc(F)c1	16.3	-1.3
i	Cc1nc2c(-c3ccc(Cl)cc3)c(C)[nH]n2c(=O)c1Cc1ccccc1	20.0	0.5
i	Cc1c2c(n3c(nc4ccccc43)c1C#N)N(CCN1CCOCC1)CC2	28.6	1.2
i	O=C(CSc1nnc(SCc2ccc(Cl)cc2)s1)N/N=C/c1c[nH]c2ccccc12	20.1	-0.2
i	COc1ccc(-n2cnnc2SCC(=O)Nc2cccnc2Cl)cc1	6.7	-1.4
i	C/C(=N\NC(=O)CNC(=O)C1COc2ccccc2O1)c1ccc(Cl)cc1 (stereo not given)	2.7	-2.7
i	CCOC(=O)CNC(=O)c1ccc2c(c1)OCCO2	2.9	0.0
i	CN(CCC#N)C(=O)COC(=O)c1ccc(Cl)c(S(=O)(=O)N(C)c2ccccc2)c1	23.6	0.1
i	CCCOC(=O)CCn1c(=S)oc2ccccc21	4.4	-1.0
x	CS(=O)(=O)N1CCCC(C(=O)Nc2ccc(F)c(F)c2)C1 (stereo not given)	4.5	-0.3
i	CN1CCN(c2nc(-c3ccc(Cl)c(Cl)c3)nc3ccccc23)CC1	5.0	-0.2
i	COc1ccc(OC)c(NC(=O)CSc2nnc(C3CCCCC3)n2N)c1	19.0	-0.3
i	CCCNC(=O)c1ccccc1NC(=O)COc1cccc2c1OC(C)(C)C2	27.7	x

The final five records of the section before are carried over, then new ones follow.
KCNQ2 block	smiles	OX1R antag	STK33 inh
i	CCCOC(=O)CCn1c(=S)oc2ccccc21	4.4	-1.0
x	CS(=O)(=O)N1CCCC(C(=O)Nc2ccc(F)c(F)c2)C1 (stereo not given)	4.5	-0.3
i	CN1CCN(c2nc(-c3ccc(Cl)c(Cl)c3)nc3ccccc23)CC1	5.0	-0.2
i	COc1ccc(OC)c(NC(=O)CSc2nnc(C3CCCCC3)n2N)c1	19.0	-0.3
i	CCCNC(=O)c1ccccc1NC(=O)COc1cccc2c1OC(C)(C)C2	27.7	x
i	O=C(NCCc1c[nH]c2ccccc12)C1CCN(Cc2ccc(Br)cc2)CC1	17.9	-0.4
i	CC(c1ccccc1)n1c(Br)nc2c1c(=O)[nH]c(=O)n2C (stereo not given)	8.7	-0.9
i	COC(=O)C1(CCSC)NC(c2ccccc2OC)C2C(=O)N(C)C(=O)C21 (stereo not given)	10.0	-0.9
i	COc1cccc(C(=O)NNC(=O)C2CC(C)=C(C)CC2C(=O)O)c1 (stereo not given)	16.1	0.0
i	CCOc1cccc2sc(N(CCCN(C)C)C(=O)c3ccc(S(=O)(=O)N(C)c4ccccc4)cc3)nc12	11.6	-1.0
i	O=C(NCCc1c[nH]c2ccccc12)C(=O)NCC(c1ccco1)N1CCN(c2ccccc2F)CC1 (stereo not given)	1.4	0.0
i	Cc1ccc(S(=O)(=O)Nc2cccnc2)cc1C	4.3	-0.6
i	COc1ccc(Cc2[nH]n3c(=O)cc(C)nc3c2-c2ccccc2)cc1	20.4	-0.2
i	Cc1ccc(C)c(/C=N/NC(=S)NC(C)C)c1	3.6	-1.7
i	COc1ccc(OC)c(-c2c[n+](=O)c3c(n2[O-])CCCC3)c1	24.1	-1.0
i	COC(=O)CCC(=O)NNC(=O)c1cccc(Br)c1	1.1	-0.5
i	O=C(CSc1nc2c(sc3ccccc32)c(=O)n1CCO)NCc1ccco1	8.6	-1.3
i	Cc1ccc2ncccc2c1NC(=S)NC(=O)c1ccccc1	32.5	8.6
x	CCc1cc2c(SC(C)C(=O)NC3CCCC3)ncnc2s1 (stereo not given)	10.6	-1.4
i	O=C(CN(C(=O)c1csnn1)c1ccc(F)c(Cl)c1)NCc1ccc2c(c1)OCO2	21.1	0.9

Quoted from the listing:
OX1R antag with `O=C(NCCc1c[nH]c2ccccc12)C(=O)NCC(c1ccco1)N1CCN(c2ccccc2F)CC1` (stereo not given) is entered as 1.4
OX1R antag with `CC(c1ccccc1)n1c(Br)nc2c1c(=O)[nH]c(=O)n2C` (stereo not given) is entered as 8.7

Going on with the list:
KCNQ2 block	smiles	OX1R antag	STK33 inh
i	CCCn1cnc2cc(NCc3cccc(OC)c3)ccc21	10.5	2.4
i	COc1cccc(-n2nnc3c(=O)n(Cc4ccc(F)cc4)cnc32)c1	10.5	0.7
i	O=C(COC(=O)c1ccc(Cl)nc1)Nc1nnc(-c2ccccc2)o1	19.0	4.4
i	Cc1nn(Cc2ccccc2Cl)c(C)c1NC(=O)CCCn1nc(C)c([N+](=O)[O-])c1C	10.6	-0.5
i	Cc1ccccc1NC(=O)Cn1nc(C(F)(F)F)cc1C1CC1	8.8	0.4
x	COCC(C)n1c(C)cc(C(=O)COc2ccc(S(=O)(=O)N3CCOCC3)cc2Cl)c1C (stereo not given)	9.4	0.0
i	Cc1c(O)cc2c(c1O)C(=O)CC(c1ccc(O)cc1)O2 (stereo not given)	15.9	4.4
i	COc1ccc(CN2CCNC(=O)C2CC(=O)NCC2CCOCC2)c(F)c1 (stereo not given)	10.1	-2.1
i	CC1(C(=O)Nc2nc3ccccc3s2)CC1(Br)Br (stereo not given)	x	1.9

Entries from the list above with a CF3 group:
KCNQ2 block	smiles	OX1R antag	STK33 inh
i	O=C(O)[C@H](Cc1ccccc1)NC(=O)N1CCN(c2cccc(C(F)(F)F)c2)CC1	-1.1	-1.9
i	Cc1ccccc1NC(=O)Cn1nc(C(F)(F)F)cc1C1CC1	8.8	0.4
